# MazEF act = MazEF (E. coli) toxin RNase activation. FAM/BHQ RNA-DNA oligo cleavage fluorescence, 5 h. AID 504720. P0AE70. 0.32% of 350,000 active. activation, % at 20 µM; in the data active = activation above about 50%
# Target sequence (P0AE70 whole entry, looked up): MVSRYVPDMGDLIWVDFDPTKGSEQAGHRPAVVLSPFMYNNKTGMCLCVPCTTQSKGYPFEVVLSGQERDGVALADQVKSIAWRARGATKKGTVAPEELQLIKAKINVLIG
# Mtb FBA inh = inhibits M. tuberculosis FBA enzyme; P9WQA3; purified M. tuberculosis FBA, fluorescence read-out; inhibition, % at 1 µM; 2.3% of 360,000 active; AID 588726; in the data active = inhibition above about 27%;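 also: 0% = vehicle and 100% = reference inhibitor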
# Target sequence (P9WQA3 whole entry, looked up): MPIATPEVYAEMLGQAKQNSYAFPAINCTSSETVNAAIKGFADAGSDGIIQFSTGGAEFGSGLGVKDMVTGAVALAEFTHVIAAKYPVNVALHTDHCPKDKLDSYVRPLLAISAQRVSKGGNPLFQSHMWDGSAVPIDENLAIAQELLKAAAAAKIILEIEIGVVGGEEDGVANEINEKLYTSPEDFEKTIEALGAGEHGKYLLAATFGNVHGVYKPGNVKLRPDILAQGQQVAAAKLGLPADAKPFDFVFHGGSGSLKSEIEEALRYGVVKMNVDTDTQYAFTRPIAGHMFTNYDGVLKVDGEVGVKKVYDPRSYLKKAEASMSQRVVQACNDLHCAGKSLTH
# Rv3671c protease = Rv3671c (M. tuberculosis) protease inhibition; inhibition, % at 5.96 µM; 0.048% of 320,000 active; AID 2606; in the data active = inhibition above about 38%;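 also: extracellular domain of Rv3671c used as enzyme; 0% = enzyme with DMSO and 100% = no enzyme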
# Target sequence (P9WHR9 whole entry, looked up, the tested form may be a part): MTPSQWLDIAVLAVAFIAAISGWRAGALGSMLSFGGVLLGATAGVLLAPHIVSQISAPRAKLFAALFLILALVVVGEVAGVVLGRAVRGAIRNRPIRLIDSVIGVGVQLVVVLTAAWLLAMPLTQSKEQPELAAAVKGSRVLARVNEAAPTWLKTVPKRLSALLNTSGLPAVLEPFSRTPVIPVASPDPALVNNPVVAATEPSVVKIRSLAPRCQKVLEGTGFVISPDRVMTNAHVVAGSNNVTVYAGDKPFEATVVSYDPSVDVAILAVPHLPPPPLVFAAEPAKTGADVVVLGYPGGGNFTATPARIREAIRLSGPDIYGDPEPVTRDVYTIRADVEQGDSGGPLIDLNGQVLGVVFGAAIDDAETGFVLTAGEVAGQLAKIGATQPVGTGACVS
# BioA inh = blocks M. tuberculosis BioA enzyme activity | purified M. tuberculosis BioA enzyme, plate reader | inhibition, % at 9.99 µM | 0.096% of 360,000 active | AID 602481; in the data active = inhibition above about 40%; inconclusive = no clear call, values can overlap the other calls
# CCHF vOTU inh = blocks the CCHF virus ovarian tumor domain protease. 0.55% of 370,000 active. CCHFV vOTU protease, Pep-AMC fluorescence. inhibition, % at 11.5 µM. AID 651958; also: 0% = vehicle wells with enzyme and 100% = no enzyme wells
# BoNT-F LC inh = inhibitors of Botulinum neurotoxin F light chain protease | 0.22% of 360,000 active | inhibition, % at 10 µM | Multiplex microsphere protease cleavage assay, flow cytometry; in the data active = inhibition above about 35%, passing the limit was not always enough; inconclusive = no clear call, values can overlap the other calls; also: plate controls were buffer without enzyme for full effect and enzyme alone for no effect
# FadD28 binding = M. tuberculosis FadD28 bisubstrate binding inhibition. FadD28 bisubstrate probe binding, fluorescence polarization. 0.22% of 360,000 active. AID 588549. inhibition, % at 12.5 µM; in the data active = inhibition above about 8.5%, passing the limit was not always enough; inconclusive = no clear call, values can overlap the other calls
# DUSP3 inh = inhibitors of human VHR1 phosphatase (DUSP3) | P51452 | recombinant VHR phosphatase, pNPP absorbance | inhibition, % at 13.3 µM | 0.52% of 290,000 active | AID 1654; in the data active = inhibition above about 50%; also: some compounds called inactive have numbers as strong as hits
# Target sequence (P51452 whole entry, looked up): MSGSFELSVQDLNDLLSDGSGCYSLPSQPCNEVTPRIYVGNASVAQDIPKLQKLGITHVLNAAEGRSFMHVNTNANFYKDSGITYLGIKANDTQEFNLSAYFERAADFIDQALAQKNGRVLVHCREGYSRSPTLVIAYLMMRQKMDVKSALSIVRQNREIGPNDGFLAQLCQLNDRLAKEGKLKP
# UGM FP inh = Mtb UDP-galactopyranose mutase inhibition; inhibition, % at 10 µM; 0.06% of 320,000 active; AID 504406; purified UGM, fluorescence polarization probe displacement; in the data active = inhibition above about 10%, passing the limit was not always enough; inconclusive = no clear call, values can overlap the other calls
# GDH-TPI counter = counter-screen for M. tuberculosis FBA inhibitors: GDH-TPI coupled enzymes; 1.2% of 360,000 active; AID 588335; GDH-TPI coupled enzyme counterscreen, NADH absorbance; inhibition, % at 4.8 µM;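 also: 0% = DMSO wells and 100% = wells lacking the enzyme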
# * marks the source's active call; other numbers are inactive results; ? = inconclusive; . = no result given; & = joins results of further samples. Rule as the data show it, unless noted: active = inhibition above about 30%; inactive = the rest.
nr	Compound	MazEF act	Mtb FBA inh	Rv3671c protease	BioA inh	CCHF vOTU inh	BoNT-F LC inh	FadD28 binding	DUSP3 inh	UGM FP inh	GDH-TPI counter
1	Fc1ccc(NC(=S)N2Cc3ccccc3-n3nncc3C2)cc1	8	3	.	.	-8	10	-1.8	.	.	9
2	O=C(Nc1cccc2c1CCCC2)c1cccc(F)c1	-5	-2	-2	-0.8	7	3	-0.3	-2	1.4	14
3	C=C1CCC[C@]2(C)C[C@H]3OC(=O)C(CNCC(OC)OC)[C@H]3CC12 (stereo not given in full)	10	1	3	-0.6	-17	-21	-1.7	-20	-1.7	-4
4	O=C(COc1ccc(Cl)cc1)OCC(=O)N1CCCc2ccccc21	-11	-2	-7	-0.2	-8	4	0.0	13	1.0	-4
5	O=C(O)CCNC(=O)c1cncc(Br)c1	10	-4	-4	-0.5	8	-7	-2.8	16	-0.8	-2
6	O=C(NC1CCCC1)c1cc(-c2ccccc2)on1	6	1	0	-1.9	-11	9	-5.3	36	0.7	-10
7	Cc1noc(C)c1NC(=O)Nc1ccc2c(c1)C(=O)N([C@H](C)CO)C[C@H](C)[C@@H](CN(C)C(=O)NC(C)C)O2	3	-3	-7	-1.6&0.3	-4	-4	-0.9	.	.	-1
8	O=[N+]([O-])c1ccccc1OC/C(=N\O)c1ccccc1	3	1	-3	0.6	-5	16	-4.3	6	-0.4	-2
9	CS(=O)(=O)N(CC(=O)N1CCN(Cc2ccc3c(c2)OCO3)CC1)c1ccc2c(c1)OCO2	10	-1	-6	2.8	-12	5	-2.3	26	-2.8	3
10	Fc1ccc(-c2noc(-c3ccc4c(c3)CCO4)n2)cc1	-9	-2	-8	-0.1	1	?	-2.2	13	3.9	-10
11	COc1ccc(-c2cc(CNS(=O)(=O)c3ccc(NC(C)=O)cc3)on2)cc1	0	2	-7	-1.6	-1	-9	-1.4	5	0.9	5
12	CCC1(C)Cc2sc3c(=O)[nH]c(=S)[nH]c3c2CO1 (stereo not given)	18	2	0	.	14	9	1.4	14	2.3	9

# Only MazEF act and BoNT-F LC inh, for some of the entries so far:
No.	mol	MazEF act	BoNT-F LC inh
4	O=C(COc1ccc(Cl)cc1)OCC(=O)N1CCCc2ccccc21	-11	4
3	C=C1CCC[C@]2(C)C[C@H]3OC(=O)C(CNCC(OC)OC)[C@H]3CC12 (stereo not given in full)	10	-21
2	O=C(Nc1cccc2c1CCCC2)c1cccc(F)c1	-5	3
11	COc1ccc(-c2cc(CNS(=O)(=O)c3ccc(NC(C)=O)cc3)on2)cc1	0	-9
1	Fc1ccc(NC(=S)N2Cc3ccccc3-n3nncc3C2)cc1	8	10
6	O=C(NC1CCCC1)c1cc(-c2ccccc2)on1	6	9

# Other compounds follow:
nr	Compound	MazEF act	Mtb FBA inh	Rv3671c protease	BioA inh	CCHF vOTU inh	BoNT-F LC inh	FadD28 binding	DUSP3 inh	UGM FP inh	GDH-TPI counter
13	C=CCSc1nc(N)cc(=O)[nH]1	7	4	11	.	5	-1	0.6	14	0.3	1
14	Cc1cc(C(=O)N/N=C/c2ccccc2[N+](=O)[O-])c(C)o1	-2	-2	3	.	1	-2	-1.6	16	-2.4	3
15	CSc1nc2c(c(=O)n1-c1ccccc1)SCC2	9	1	-9	24	-3	1	-2.1	6	-1.8	27
16	COc1ccccc1N(CC(=O)N1CCCCCC1)S(C)(=O)=O	2	-4	2	-0.6	-3	-6	-0.4	-10	1.5	-4
17	O=C(Nc1ccccc1)c1ccc(CN2CCc3ccccc3C2)cc1	18	0	0	.	17	-5	-4.1	-10	5.5	4
18	COc1ccc(-c2nnnn2-c2ccc(F)cc2F)cc1	3	14	-7	0.2	-1	-8	0.0	8	-0.9	8
19	COc1ccc(Nc2nnc(SC(C)C(=O)NC3CC3)s2)cc1 (stereo not given)	-5	-2	6	-1.1	11	2	-3.9	.	-0.7	3
20	N#CSC(c1ccccc1)c1nc2ccccc2[nH]c1=O (stereo not given)	1	8	-9	-4.8	-6	6	0.4	16	1.1	9
21	CC1(C2CC2)NC(=O)N(CC(=O)N2CCN(c3ccc(F)cc3)CC2)C1=O (stereo not given)	3	4	.	-0.5	13	1	0.5	.	.	-1
22	O=C1N[C@@H](Cc2ccccc2)C(=O)N2[C@@H]3N(S(=O)(=O)c4ccccc4)c4ccccc4[C@]3(Br)C[C@@H]12	11	0	-1	0.1	0	-3	-6.1	.	-0.2	9
23	CCOC(=O)/C(C#N)=C/c1cc2ccc(C)cc2nc1Cl	5	-1	-4	.	-3	-5	-4.0	-2	-0.1	7
24	Cc1ccc(S(=O)(=O)N2CCOCC2)cc1NC(=O)COC(=O)c1ccccc1OCc1c(C)noc1C	2	4	2	.	-15	-2	-1.6	-4	-1.4	-10
25	C[C@@H](NC(=O)c1nc[nH]c1C(=O)N[C@@H](Cc1ccccc1)C(=O)OC(C)(C)C)c1ccccc1	-11	-1	-22	1.3	9	-20	-5.4	10	-0.8	-4
26	CN1N=C(C(C)(C)C)CC1=O	15	.	-92	.	-6	.	.	-5	-0.1	.
27	CCc1ccccc1NC(=O)c1ccc(-c2csc(C)n2)cc1	7	5	-6	-5.2	2	-5	-0.5	-4	0.1	23
28	O=C(CCc1ccc(CCC(=O)c2cccs2)s1)c1cccs1	-7	0	-10	-0.8	16	-3	-0.6	-13	1.8	-3
29	C=CCN(C(=O)c1csnn1)C(C(=O)NC1CCCCC1)c1ccccc1F (stereo not given)	3	-3	4	-5.0	1	0	0.1	26	4.9	10
30	O=S(=O)(c1ccccc1)N(CC(O)COc1ccccc1)c1ccccc1 (stereo not given)	-8	-2	7	-0.3	3	1	-2.1	9	-1.1	-15
31	Cc1cc(O)c(CN(C)C)c2c1C(=O)/C(=C/c1ccco1)O2	-94	-8	3	.	9	-13	-3.5	-25	0.4	4
32	CC1Oc2ccccc2C=C1/C=N/NC(=O)c1ccncc1 (stereo not given)	1	-1	-1	.	-5	-1	-4.2	13	-3.4	21
33	O=C(/C=C/c1ccc(F)cc1)NC(=S)N1CCOCC1	-2	-1	-6	.	-9	-1	-0.6	8	-2.8	11
34	Cc1cc(O)c(NC(=O)c2ccco2)cc1C	2	1	7	-0.5	4	4	0.4	18	2.4	2
35	COc1cc2c(cc1OC)C1Cc3ccc(OC)c(OC)c3C[N+]1([O-])CC2 (stereo not given)	5	-1	-3	0.7	-8	4	-1.6	22	0.8	2
36	CC1CCCC(C)N1C(=C(Cl)Cl)C(=C1SCCS1)[N+](=O)[O-] (stereo not given)	3	-1	9	.	9	-2	16*	11	1.4	8
37	COc1cc(=O)n(C)c2cc(N(C)C)ccc12	0	156*	2	0.0	-147	4	-1.4	9	2.1	33*
38	CCN1CCCC1CNS(=O)(=O)c1cccc(C(F)(F)F)c1 (stereo not given)	0	0	-11	.	-12	-1	0.4	7	-0.2	-2
39	CCC(=O)Nc1sc(Cc2ccc3c(c2)OCO3)c(C)c1C(N)=O	5	-3	-2	.	6	-10	-2.3	9	-0.2	9
40	CCOc1ccc2c(c1)c(=O)c(S(=O)(=O)c1ccc(CC)cc1)cn2C	10	2	-7	-0.3	-12	6	-3.5	2	-0.5	0
41	Cc1ccc(S(=O)(=O)NCCSc2ccccc2)cc1[N+](=O)[O-]	-8	-3	-18	-0.4	-1	-3	-6.3	2	-1.1	-2
42	COc1ccccc1-c1ccc(SCc2cccc(C)c2)nn1	-5	3	11	.	-2	0	-2.1	19	3.3	-10
43	Cc1nc(CSc2n[nH]c(=O)n2-c2ccccc2)cs1	-6	1	0	0.5	-13	?	-0.4	13	-1.2	-5
44	CCOc1cc(N2CCOCC2)c(OCC)cc1NC(C)C(=O)N1CCC(C)CC1 (stereo not given)	1	1	-4	.	-1	-46	1.1	5	-1.4	8
45	COc1ccc(-c2noc(-c3ccc(Cl)cc3[N+](=O)[O-])n2)cc1OC	5	1	0	.	8	-15	-1.5	2	-2.6	1
46	CC(=O)Nc1ccc2ccccc2c1	6	-1	-5	0.5	.	-2	-2.5	-5	3.5	9
47	COCCNc1nnc(SCC(=O)N2CCN(S(=O)(=O)c3ccccc3)CC2)s1	0	-4	1	-1.5	-34	-13	-1.9	23	-1.2	1
48	COc1ccc(NC(=O)CC2CCCCC2)cc1OC	4	2	-5	-0.6	-17	-18	0.6	4	0.8	10
49	Cc1ccc(/C=C(\NC(=O)c2ccccc2)C(=O)NCCc2ccccn2)o1	0	-3	0	.	20	-8	2.1	5	2.1	5
50	NNC(=O)CNC(c1ccccc1)c1cc(Cl)ccc1NC(=O)c1ccccc1 (stereo not given)	3	1	-24	-0.7	0	43*	-5.4	21	0.0	9
51	Cc1ccccc1N/C(SCc1ccc(Cl)cc1)=C(/C#N)C(N)=O	-14	1	-3	-4.3	11	-12	0.9	-15	0.0	20
52	O=C1c2ccccc2NC(c2ccc(Br)s2)N1O (stereo not given)	9	.	6	.	-10	.	.	.	0.7	.
53	COc1ccc(-c2cccc(-c3cc(=O)oc4cc(OC)c(OC)c(OC)c34)c2)cc1	-3	2	.	-0.8	4	-8	-0.9	.	.	6
54	Cc1ccc(/C=C/C(=O)NN2CCN(C)CC2)cc1	5	-2	0	-1.6	4	6	-2.9	-2	1.1	-1
55	Cc1c(C(=O)N(Cc2ccncc2)CC2CCCO2)oc2c(F)cccc12 (stereo not given)	4	0	5	1.7	-5	6	-3.4	18	0.2	-2
56	CC(=O)N(CCC(c1ccco1)C(C)C)Cc1ccc(Cl)cc1 (stereo not given)	2	2	-4	0.7	20	.	-0.2	24	0.0	-7
57	Cc1ccc(S(=O)(=O)N2CCN(CC(=O)NC3CCCc4ccccc43)CC2)cc1C (stereo not given)	-4&7	-1&-3	2	-1.0	8&5	6&0	0.8&-1.7	18	-1.0	-1&-1
58	COc1ccccc1OCCNC(=O)c1cccc(S(=O)(=O)N2CC(C)OC(C)C2)c1 (stereo not given)	8	2	-1	-1.0	-6	6	-1.8	13	-3.8	-6
59	COCCn1c(SCc2cccnc2)nnc1-c1ccco1	3	2	2	4.8	4	?	-2.3	44	0.4	0
60	CC1(C)CC(=O)C=C(NCCN2CCN(C(=S)Nc3ccccc3)CC2)C1	2	1	3	-2.1	3	?	-1.9	-1	1.6	-1
61	O=C(Nc1cc(C(F)(F)F)ccc1N1CCOCC1)c1cccc(F)c1	1	5	-5	1.3	10	0	-3.2	-14	5.9	-9
62	Nc1c(C(=O)Nc2ccc(Cl)cc2)sc2nc(N3CCOCC3)c3c(c12)CCCC3	3	37*	-1	1.5	16	-1	-2.5	18	1.6	15
63	CCCCN(CC)CCCNC(=S)Nc1ccc2nc(N3CCN(CC)CC3)cc(C)c2c1	7	6	11	-0.3	-9	-3	-2.7	17	-1.1	21
64	COC(=O)C1=C(C)N(CCCC(=O)O)C(=O)NC1c1ccc(Cl)cc1 (stereo not given)	-6	3	1	-0.8	-10	-3	-2.8	.	0.2	2
65	Cc1cc(C)cc(N2CC(c3nc4ccccc4n3C)CC2=O)c1 (stereo not given)	8	0	-3	-0.6	0	0	-3.8	12	-3.6	-3
66	CCc1sc(NC(=O)c2cc3ccccc3oc2=O)nc1-c1cccs1	3	0	2	1.7	3	-7	-0.8	-8	1.1	4
67	COc1ccccc1/C=C/CN1CCN(Cc2ccc(C)o2)C(CCO)C1 (stereo not given)	0	0	4	0.0	-12	0	-1.5	8	0.5	-5
68	CCOc1cc(/C=C/c2cccc[n+]2C)ccc1O	2	-10	2	0.9	22	.	0.0	4	-1.8	29
69	COC(=O)C(NC(=O)c1c(C)nn(C)c1Cl)c1ccccc1 (stereo not given)	2	0	14	1.7	-7	-4	0.4	11	-0.9	-4
70	COc1ccccc1-c1c(C)nn2c(N3CCOCC3)cc(C)nc12	6	-4	-3	0.5	-8	-18	-3.4	17	-0.2	3

# Complete entries, quoted from the list. Order of screens: MazEF act	Mtb FBA inh	Rv3671c protease	BioA inh	CCHF vOTU inh	BoNT-F LC inh	FadD28 binding	DUSP3 inh	UGM FP inh	GDH-TPI counter
# Listed for COc1ccccc1/C=C/CN1CCN(Cc2ccc(C)o2)C(CCO)C1 (stereo not given) → 0	0	4	0.0	-12	0	-1.5	8	0.5	-5
# Listed for CCc1sc(NC(=O)c2cc3ccccc3oc2=O)nc1-c1cccs1 → 3	0	2	1.7	3	-7	-0.8	-8	1.1	4

# Bioassay records from PubChem.
